NCOA2 inhibitor = human SRC2 (NCOA2) inhibition; HEK293 GAL4-SRC2 luciferase reporter, luminescence; inhibition, % at 9 µM; 370,000 compounds, 0.17% hits; AID 651957;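 active = inhibition above the mean inhibition of all tested compounds plus 3 SD, set per campaign, cut at about 52% in these data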;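 note: 0% = DMSO treated cells and 100% = cells given Gossypol at 36 µM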
TROY signal inh = inhibitors of TROY-dependent NF-kB signaling | Q293 LMP1-TROYcd NF-kB luciferase reporter, 4 h | inhibition, % at 10 µM | 360,000 compounds, 0.98% hits | AID 1347056;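 active = compounds whose plate-normalised and pattern-corrected inhibition of the luciferase reporter signal at the single screening dose is 50% or more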
TWEAK-Fn14 inh = inhibitors of TWEAK-Fn14 interaction signaling; TWEAK-stimulated Fn14 reporter cells, luciferase luminescence, 8 h; inhibition, % at 10 µM; 360,000 compounds, 2% hits; in the data active = inhibition above about 50%
LRH-1 inv ag = inverse agonists of human LRH-1 (NR5A2). HEK293T StAR-luciferase reporter, LRH-1 transfected, 24 h. inhibition, % at 3.6 µM. O00482. 360,000 compounds, 0.13% hits;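 active = inhibition above the mean inhibition of all tested compounds plus 3 SD, cut at about 73% in these data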;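 note: 0% = DMSO wells and 100% = reporter-only cells lacking LRH-1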
Target sequence (O00482 whole entry, looked up): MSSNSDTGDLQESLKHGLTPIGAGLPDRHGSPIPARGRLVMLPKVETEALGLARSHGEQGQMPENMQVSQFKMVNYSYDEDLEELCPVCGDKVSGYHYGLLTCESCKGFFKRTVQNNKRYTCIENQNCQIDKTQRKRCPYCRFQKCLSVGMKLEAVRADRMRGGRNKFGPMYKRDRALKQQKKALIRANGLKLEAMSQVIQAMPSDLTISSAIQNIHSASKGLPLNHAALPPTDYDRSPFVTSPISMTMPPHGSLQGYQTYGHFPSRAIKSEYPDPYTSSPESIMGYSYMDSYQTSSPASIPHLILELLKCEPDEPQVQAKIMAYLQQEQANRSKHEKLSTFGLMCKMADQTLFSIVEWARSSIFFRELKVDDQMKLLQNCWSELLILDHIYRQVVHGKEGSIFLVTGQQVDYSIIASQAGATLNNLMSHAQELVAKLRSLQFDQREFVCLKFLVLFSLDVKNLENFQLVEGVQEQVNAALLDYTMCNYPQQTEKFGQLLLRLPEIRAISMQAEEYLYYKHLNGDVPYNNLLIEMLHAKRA
TLR9-MyD88 inh = inhibitors of human TLR9-MyD88 binding | Q9NR96+Q99836 | 340,000 compounds, 0.21% hits | inhibition, % at 4.98 µM | CHO BLA complementation TLR9-MyD88, CCF4 FRET ratio;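 active = inhibition above the mean over all tested compounds plus 3 SD, cut at about 21% in these data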;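 note: 0% = DMSO only wells and 100% = clavulanate BLA inhibitor control wells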
NR2F2 inh = NR2F2 (human) inhibition, primary screen | HEK293T NGFI-A luciferase reporter, luminescence | inhibition, % at 8.6 µM | 370,000 compounds, 0.7% hits | AID 686940;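 active = inhibition above a per-plate cutoff, mean inhibition of test wells between control levels plus 3 SD, cut at about 38% in these data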;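 note: cells cotransfected with COUP-TFII expression vector driving the NGFI-A reporter; 0% = median of COUP-TF2 test wells and 100% = reporter-only cells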
Target sequence (P24468 whole entry, looked up): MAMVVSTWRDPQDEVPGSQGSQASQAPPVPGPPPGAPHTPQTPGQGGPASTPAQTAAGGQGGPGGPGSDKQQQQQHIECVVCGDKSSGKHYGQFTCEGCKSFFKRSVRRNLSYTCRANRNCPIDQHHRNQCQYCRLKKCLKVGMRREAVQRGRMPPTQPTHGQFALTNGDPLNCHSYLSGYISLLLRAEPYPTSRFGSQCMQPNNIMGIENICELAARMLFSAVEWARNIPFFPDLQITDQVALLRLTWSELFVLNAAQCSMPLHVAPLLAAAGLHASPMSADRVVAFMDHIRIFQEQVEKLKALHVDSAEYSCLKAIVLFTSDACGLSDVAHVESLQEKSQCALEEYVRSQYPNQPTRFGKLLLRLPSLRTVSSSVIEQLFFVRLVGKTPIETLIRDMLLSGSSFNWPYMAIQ
SRC1 inh = inhibits human SRC1 coactivator; 360,000 compounds, 0.12% hits; inhibition, % at 3.6 µM; HEK293 GAL4-SRC1 luciferase reporter, luminescence; Q15788; AID 588354;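 active = inhibition above the campaign mean plus 3 SD, with each screening campaign given its own cutoff, cut at about 60% in these data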;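 note: 0% = DMSO treated cells and 100% = gossypol at 36 µM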
Granule exo inh = lytic granule exocytosis inhibition; TALL-104 LAMP-1 surface exposure, flow cytometry; cells stimulated with thapsigargin and PMA; inhibition, % at 10 µM; 360,000 compounds, 0.66% hits;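 active = inhibition above about 55%, limit read from the data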
ABHD5-PLIN5 inh = blocks binding of human ABHD5 to perilipin-5; Q00G26+Q8WTS1; Split G. princeps luciferase complementation, luminescence, 4 h; inhibition, % at 4 µM; 360,000 compounds, 0.78% hits; AID 602281;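 active = inhibition above the mean inhibition across every tested compound plus 3 SD, cut at about 22% in these data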;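 note: 0% = DMSO only wells and the 100% control is not disclosed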
NCOA3 inh = inhibits human SRC3 coactivator. Q9Y6Q9. 360,000 compounds, 0.17% hits. HEK293 GAL4-SRC3 luciferase reporter, luminescence. inhibition, % at 3.6 µM;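 active = inhibition above a per-campaign cutoff, the mean of all compounds plus 3 SD, cut at about 60% in these data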;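 note: 0% = DMSO-treated cells and 100% = gossypol-treated cells at 36 µM; higher means less SRC3-driven luciferase light from the GAL4 reporter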
NOD2-RIPK2 inh = inhibitors of human NOD2-RIPK2 interaction | inhibition, % at 4.98 µM | O43353 | CHO BLA complementation NOD2-RIPK2, CCF4 ratio | 360,000 compounds, 0.38% hits | AID 624267; in the data active = inhibition above about 21%;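 note: 0% = vehicle only and 100% = reference blocker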
Numbers without * were called inactive; nt = no result given. This is a subset; rates above refer to the full screens.

SMILES	NCOA2 inhibitor	TROY signal inh	TWEAK-Fn14 inh	LRH-1 inv ag	TLR9-MyD88 inh	NR2F2 inh	SRC1 inh	Granule exo inh	ABHD5-PLIN5 inh	NCOA3 inh	NOD2-RIPK2 inh
CCc1nnc(NC(=O)CSc2nnc(C(C)NC(=O)c3ccccc3)n2C)s1 (stereo not given)	-11	-12	-5	8	-19	12	9	1	3	2	-1
CC1(OC(=O)CCc2ccccc2)C(=O)C=C2C=C(c3ccc(C#N)cc3)N(C(CO)CO)C=C2C1=O (stereo not given)	-17	2	9	-4	8	-9	-6	71*	2	2	3
CC(/C=N/NC(=O)Cc1cccs1)=C\c1ccco1	-23	16	-2	8	-2	-16	-7	-2	2	-17	-3
O=C1C=C(c2ccc3c(c2)OCO3)CCC1	-1	-27	-7	-7	1	3	1	-2	3	1	-1
COc1ccc(NC(=O)CCc2nnc3ccc(NCc4ccco4)nn23)cc1OC	-7	-13	38	-12	-4	-2	-3	1	34*	-1	-1
CCN(C[C@H]1N[C@@](Cc2ccccc2)(C(=O)OC)[C@H]2C(=O)N(C)C(=O)[C@@H]12)C(=O)c1ccc(F)cc1	1	-5	10	1	5	7	2	1	-1	-6	9
Cn1c(=O)c2c(ncn2CC(=O)OCC(=O)c2ccc(Cl)cc2)n(C)c1=O	5	1	-16	7	9	2	-14	1	6	8	6
Cn1c(=O)oc2ccc(C(=O)CSc3nnnn3-c3ccccc3)cc21	-26	-3	12	1	-6	5	-20	-1	-7	3	0
Cc1nc(-c2ccccc2)sc1C(=O)Nc1ccccc1F	-51	-19	-14	-43	6	-29	-24	-9	-10	-36	-8
O=C(Nc1ccccc1)N1CCN(c2ccc(F)cc2)CC1	-6	-18	-7	-24	-9	1	-27	-3	0	12	-4
O=C(COc1ccc(Cl)cc1)NCCS(=O)(=O)N1CCN(c2ccc(F)cc2)CC1	-3	4	1	-1	-7	18	10	-7	3	4	13
Cc1ccc(Cc2c(C)nc3nc(SCC(=O)NCc4ccco4)nn3c2C)cc1	-6	6	18	12	5	3	-9	8	4	-7	6
Cc1ccc(C(C)C)c(OCCNS(C)(=O)=O)c1	-43	11	-10	-7	-4	-11	-8	1	-6	5	-7
CC(C(=O)N1CCCCCC1)c1ccc([N+](=O)[O-])cc1 (stereo not given)	-1	-11	-8	6	-9	-12	12	0	5	7	-4
CCCCOc1ccc(N(CC(=O)NC(C)C)C(=O)CCC(=O)Nc2ccccn2)cc1	-22	1	-10	0	-3	-24	-3	-1	-1	-2	10
COc1ccc(C)cc1N1C(=N)/C(=C2/Nc3ccccc3S2)C(c2ccccc2)C1=O (stereo not given)	14	7	31	12	5	-2	10	8	4	6	-1
O=C(CN1C(=O)/C(=C\c2cccc(Br)c2)Oc2ccccc21)NCC1CCCO1 (stereo not given)	-10	-16	-48	10	-4	-2	-3	11	-2	-9	0
CCOC(=O)c1ccc(N2C(=O)C3C(/C=C/c4ccccc4)OC4(C(=O)c5ccccc5C4=O)C3C2=O)cc1 (stereo not given)	10	33	24	-3	3	13	3	0	3	6	5
CC(=O)c1ccc(OCCOc2ccc(Cl)c3cccnc23)cc1	-8	1	-2	15	-6	-3	-4	-2	3	2	-4
CCCC[C@@H]1CNCCN1CC1(c2ccccc2)CC1	6	-10	6	-21	-9	2	5	-1	-8	-11	-8
C#CCNC(=O)C1=C[C@@H](c2ccc(C(F)(F)F)cc2)C[C@@H](OCCCCO)O1	1	-8	0	-15	3	8	-21	-9	5	-3	-1
O=S(=O)(c1ccc2c(c1)OCCO2)N1CCCN(S(=O)(=O)c2c(F)cccc2F)CC1	-4	-6	-17	-1	-6	-8	2	5	-5	9	-2
Cc1cc(C(=O)O)ccc1-n1c(C)cc(/C=C(/C#N)C(=O)Nc2ccccc2)c1C	-1	-27	11	-11	nt	16	-24	-4	-3	-1	1
Cc1oc(-c2cccs2)nc1CN1CCN(Cc2ccc(F)c(F)c2)C(CCO)C1 (stereo not given)	-1	10	13	35	2	12	-7	-1	9	15	-2

Next section, starting with the last 3 of the part before.
SMILES	NCOA2 inhibitor	TROY signal inh	TWEAK-Fn14 inh	LRH-1 inv ag	TLR9-MyD88 inh	NR2F2 inh	SRC1 inh	Granule exo inh	ABHD5-PLIN5 inh	NCOA3 inh	NOD2-RIPK2 inh
O=S(=O)(c1ccc2c(c1)OCCO2)N1CCCN(S(=O)(=O)c2c(F)cccc2F)CC1	-4	-6	-17	-1	-6	-8	2	5	-5	9	-2
Cc1cc(C(=O)O)ccc1-n1c(C)cc(/C=C(/C#N)C(=O)Nc2ccccc2)c1C	-1	-27	11	-11	nt	16	-24	-4	-3	-1	1
Cc1oc(-c2cccs2)nc1CN1CCN(Cc2ccc(F)c(F)c2)C(CCO)C1 (stereo not given)	-1	10	13	35	2	12	-7	-1	9	15	-2
CCOC(=O)C1CCN(C(=O)Nc2cccc(OC)c2)CC1	-17	-17	5	5	-7	10	-7	-8	1	-9	-8
NC(Cc1ccc(C(F)(F)F)cc1)c1csc(Nc2nccc(C(F)(F)F)n2)n1 (stereo not given)	-39	4	-15	-17	nt	-20	-8	17	-2	-25	13
COC(=O)[C@H](Cc1ccc(O)cc1)NCCCn1cnc(C(=O)Nc2ccc(C)c(C)c2)n1	-10	-11	-11	4	-4	-4	-10	-8	0	-8	3
Cc1ccccc1CSCCNC(=O)COc1ccc(Cl)cc1	-4	9	-13	-5	-7	-12	-15	-1	-5	0	12
CC(=O)c1ccc(N2C(=NC(=O)COc3ccccc3)SC3CS(=O)(=O)CC32)cc1 (stereo not given)	-17	10	-7	10	-4	4	-4	-16	8	20	-3
COc1ccc(N(CC(=O)N2CCCC2)S(C)(=O)=O)cc1	-7	3	-7	-20	-8	6	17	1	2	11	9
Cc1ccc(C)c(-n2cc(CN3CCNC(=O)CC3)c(-c3ccccc3)n2)c1	-34	-12	-9	6	10	10	-8	0	5	19	-10
CC1(C)NC(=O)N(CC(=O)OCc2cc(=O)n3cc(Br)ccc3n2)C1=O	-19	2	-6	2	3	3	-5	-2	-2	-7	1
O=C(NN=C1CCCCC1)c1cc(-c2ccccc2)n[nH]1	9	-18	6	5	0	-3	7	9	-3	-7	7
CC(=O)N1[C@H](Cc2ccccc2)C=C[C@]1(C)C(=O)NCc1ccccn1	2	4	4	-7	-17	1	-8	-7	3	-16	3
COCc1cc(=O)n2[nH]c(C)c(-c3ccccc3)c2n1	-7	7	-11	14	1	-13	-5	-1	5	3	7
O=C(Cc1ccccc1)Oc1coc(CSc2ncccn2)cc1=O	-4	-5	-17	6	-1	-1	11	25	-2	7	-5
CC1CN(C(=O)COC(=O)c2ccc(N(C)C)cc2)CC(C)O1 (stereo not given)	7	7	5	-9	-7	-22	-11	0	6	14	-2
S=C(NCc1ccncc1)NC1CCCC1	18	11	15	11	8	-13	0	-1	3	-4	-8
Cn1c(=O)[nH]c(=O)c2c1nc(NCc1ccco1)n2Cc1ccccc1Cl	-18	0	-2	14	-1	-8	11	2	-3	4	-6
CCCCNC(=O)C1(C)CCCCN1C(=O)c1cccc(OC(F)(F)F)c1 (stereo not given)	21	-7	-4	11	nt	5	-5	-12	-2	7	4
O=C(CSc1nnnn1Cc1ccccc1)Nc1ccc2c(c1)OCO2	-19	-13	-35	-16	-1	-8	-13	-4	-5	-18	6
CCOc1ccc(OCc2cccc(C(=O)N3CCOCC3)c2)cc1	-25	-83	12	-121	-38	-40	-117	-4	-2	-133	7
CCC(C(=O)NC1CCCC1)N(C(=O)Cn1nnc(-c2ccc(C)o2)n1)c1cccc(OC)c1 (stereo not given)	-12	2	-1	-12	-1	8	-1	-8	2	6	-7
CCOc1ccccc1NC(=O)c1ccc2c(O)c(S(=O)(=O)c3ccccc3)c(=O)[nH]c2c1	-3	-1	-11	5	0	19	9	-7	-2	-16	-17
O=C1Nc2ccccc2OC1CC(=O)N1CCCC1 (stereo not given)	-5	-3	3	11	5	0	3	-4	-11	-4	12
CCC(C)Cn1cnc2c(Sc3c([N+](=O)[O-])ncn3C)nc(N)nc21 (stereo not given)	2	-15	27	-24	-11	8	-1	-3	3	-17	-23
COc1ccccc1CNC(=O)CSc1ccc(C)cc1	-20	-9	-9	11	-4	0	-3	4	1	6	-7
O=S(=O)(c1cc(C(F)(F)F)ccc1Cl)N1CCCCCC1	-22	0	12	-10	-7	10	6	1	3	11	3

4 compounds picked at random from those above, as already listed:
SMILES	NCOA2 inhibitor	TROY signal inh	TWEAK-Fn14 inh	LRH-1 inv ag	TLR9-MyD88 inh	NR2F2 inh	SRC1 inh	Granule exo inh	ABHD5-PLIN5 inh	NCOA3 inh	NOD2-RIPK2 inh
O=C(CSc1nnnn1Cc1ccccc1)Nc1ccc2c(c1)OCO2	-19	-13	-35	-16	-1	-8	-13	-4	-5	-18	6
Cn1c(=O)[nH]c(=O)c2c1nc(NCc1ccco1)n2Cc1ccccc1Cl	-18	0	-2	14	-1	-8	11	2	-3	4	-6
CCCCNC(=O)C1(C)CCCCN1C(=O)c1cccc(OC(F)(F)F)c1 (stereo not given)	21	-7	-4	11	nt	5	-5	-12	-2	7	4
CCC(C(=O)NC1CCCC1)N(C(=O)Cn1nnc(-c2ccc(C)o2)n1)c1cccc(OC)c1 (stereo not given)	-12	2	-1	-12	-1	8	-1	-8	2	6	-7

More structures follow:
SMILES	NCOA2 inhibitor	TROY signal inh	TWEAK-Fn14 inh	LRH-1 inv ag	TLR9-MyD88 inh	NR2F2 inh	SRC1 inh	Granule exo inh	ABHD5-PLIN5 inh	NCOA3 inh	NOD2-RIPK2 inh
CCOC(=O)c1ccc(NC(=S)N(CCCN2CCCC2)Cc2cccs2)cc1	5	-31	11	-50	-3	-13	2	3	-1	12	-4
O=C(NCC(c1cccs1)N1CCOCC1)c1ccccc1NS(=O)(=O)c1cc([N+](=O)[O-])ccc1Cl (stereo not given)	-1	-2	13	-3	4	7	-10	0	-3	-2	-9
CCCCN(C(=O)c1cccc(-n2cnnn2)c1)c1c(N)n(CCCC)c(=O)[nH]c1=O	-8	-17	-6	0	-14	-3	2	-4	4	2	-12
CCOC(=O)c1c(NC(=O)CN2C(=O)N(C)C3(CCCCC3)C2=O)sc(C(=O)N(C)C)c1C	10	9	-4	4	-1	3	-23	-2	4	-14	-2

Compound activity: PubChem BioAssay, several laboratories
